# LDHA block: inhibitors of human lactate dehydrogenase A. P00338. purified LDHA, NADH/diaphorase-resazurin fluorescence; stronger effect = lower value. activity change, % (values are at about 110 or 230 µM). 480,000 tested, 0.15% active; in the data active = activity change below about -30%; inconclusive = mostly about -25% to -30%;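 also: plate controls were DMSO wells for no effect and wells without enzyme for full effect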
#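 Remaining NADH was detected by diaphorase (0.133 mg/mL) converting 37 µM resazurin to fluorescent resorufin, read at 0 and 20 minutes. The preceding 5-minute room-temperature reaction used 2 nM LDHA, 0.2 mM sodium pyruvate and 0.06 mM NADH at pH 7.4.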
# USP1-UAF1 inh: USP1/UAF1 (human) deubiquitinase inhibition | O94782 | recombinant USP1/UAF1, Ub-Rhodamine cleavage fluorescence | Potency, µM (titrated, usually from 57.1 µM), without a hit: top-dose activity change, negative = inhibition, hits mostly inhibitors | 390,000 tested, 0.23% active | AID 743255; also: potency is read from the fitted curve at half-maximal effect; % is scaled to controls: 0 for no effect and ±100 for the full control effect; nearly all actives have a fitted effect of over 60% in size; inactives centre near -12
#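 High-throughput fluorogenic screen: 1nM USP1/UAF1 complex, Ub-Rho substrate 150nM final, 50mM HEPES pH 7.8 with 0.5mM EDTA, 0.1 mg/ml BSA, 1mM TCEP and 0.01% Tween-20.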
# rTrxR1 inhibitor: blocks rat thioredoxin reductase 1; O89049; recombinant rTrxR1, NADPH fluorescence consumption, selenite substrate; AID 588453; Potency, µM (doses to about 114 µM), without a hit: at the highest dose activity change, negative = inhibition, hits mostly inhibitors; 390,000 tested, 1% active; also: potency is read from the fitted curve at half-maximal effect; % is scaled to controls: 0 for no effect and ±100 for the full control effect; nearly all actives have a fitted effect of over 65% in size
# Target sequence (O89049 whole entry, looked up): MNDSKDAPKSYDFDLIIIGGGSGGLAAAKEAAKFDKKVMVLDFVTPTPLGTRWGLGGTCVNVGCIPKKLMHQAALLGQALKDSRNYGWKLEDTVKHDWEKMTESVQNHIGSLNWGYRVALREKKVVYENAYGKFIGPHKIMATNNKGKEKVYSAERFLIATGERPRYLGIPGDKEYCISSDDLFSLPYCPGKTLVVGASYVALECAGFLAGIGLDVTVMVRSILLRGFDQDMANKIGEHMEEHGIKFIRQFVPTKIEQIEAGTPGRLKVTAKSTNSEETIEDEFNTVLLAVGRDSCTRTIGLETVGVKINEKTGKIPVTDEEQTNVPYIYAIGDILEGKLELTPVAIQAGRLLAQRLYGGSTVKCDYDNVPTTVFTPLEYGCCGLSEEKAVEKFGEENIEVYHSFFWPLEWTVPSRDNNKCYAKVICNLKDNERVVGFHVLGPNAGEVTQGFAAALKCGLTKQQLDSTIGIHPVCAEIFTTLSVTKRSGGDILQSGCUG
#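 Rat TrxR1 (90 nM in the dispensed reagent) was pre-reduced with 400 uM NADPH for 5 min at room temperature, then incubated with compound for 15 min. After 400 uM selenite was added, NADPH fluorescence (Ex 340/Em 450 nm) was followed for 8 min.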
# TrxR1 substrate: rat thioredoxin reductase 1 substrate activity; purified TrxR1 substrate turnover, NADPH consumption readout; 390,000 tested, 0.01% active; AID 588456; Potency, µM (series often up to 114 µM), without a hit: at the highest dose activity change, negative = substrate turnover; also: potency is read from the fitted curve at half-maximal effect; % is scaled to controls: 0 for no effect and ±100 for the full control effect; nearly all actives have a fitted effect of over 50% in size
#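 Rat TrxR1, dispensed at 90 nM, was prereduced with 400 uM NADPH (final) for 5 min at ~22 deg C, then incubated with compound 15 min before 400 uM selenite. A first-read NADPH fluorescence drop versus no-compound background flagged substrates.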
# GRP78 ERSR act: induces the endoplasmic reticulum stress response in human glioma cells | U87-MG GRP78 promoter luciferase reporter, 16 h | Potency, µM, inactives show top-dose activation, hits mostly activators | 420,000 tested, 0.02% active; also: potency is read from the fitted curve at half-maximal effect; series mostly up to about 76 µM; % of control where 0% means no effect; nearly all actives have a fitted effect of over 35% in size
#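 Stably transfected U87-MG glioma cells carrying a GRP78-based luciferase sensor; 16 h compound incubation. Luminescence end-point read 10 min after Bright-Glo addition at room temperature.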
# Vif-A3G inh: inhibitors of Vif-APOBEC3G interaction; HeLa A3G-eYFP + Vif (tagged APOBEC3G with the HIV-1 protein that degrades it), YFP fluorescence, overnight; Potency, µM (doses to about 46.1 µM), without a hit: at the highest dose activity, negative = active, most hits filed as inhibitors; 410,000 tested, 0.076% active; AID 602310;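 also: potency is read from the fitted curve at half-maximal effect; % is scaled to controls: 0 for no effect and ±100 for the full control effect; nearly all actives have a fitted effect of over 60% in size; hits raise eYFP signal because A3G escapes Vif-driven loss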
#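 Read-out is eYFP fluorescence (Ex 488/Em 500-530) from Vif-expressing HeLa A3G-eYFP cells; more signal means A3G escaped Vif-mediated degradation. Cells plated overnight, compound pinned in, incubated overnight at 37 deg C.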
# Vif-A3F inh: Vif-A3F binding inhibition | HeLa A3F-eYFP + Vif (tagged APOBEC3F with the HIV-1 protein that degrades it), YFP fluorescence increase | Potency, µM (doses to about 46.1 µM), without a hit: at the top dose activity, negative = active | 390,000 tested, 0.2% active | AID 602313; also: potency is read from the fitted curve at half-maximal effect; % of control where 0% means no effect; nearly all actives have a fitted effect of over 65% in size
#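 HeLa cells stably expressing A3F-eYFP plus Vif, plated and incubated overnight at 37 deg C, then exposed to compounds overnight at 37 deg C. Blocked degradation read as raised yellow fluorescence (Ex 488/Em 500-530).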
# RGS4 inhibitor: inhibitors of human regulator of G protein signaling 4; Transcreener GDP fluorescence polarization, RGS4-accelerated GTP hydrolysis; Potency, µM (doses to about 114 µM), inactives show top-dose activity change, negative = inhibition, hits mostly inhibitors; 390,000 tested, 0.039% active; also: potency is read from the fitted curve at half-maximal effect; % is scaled to controls: 0 for no effect and ±100 for the full control effect; nearly all actives have a fitted effect of over 75% in size; some results filed as inactive show a strong effect at the top dose
# Target sequence (P49798 whole entry, looked up): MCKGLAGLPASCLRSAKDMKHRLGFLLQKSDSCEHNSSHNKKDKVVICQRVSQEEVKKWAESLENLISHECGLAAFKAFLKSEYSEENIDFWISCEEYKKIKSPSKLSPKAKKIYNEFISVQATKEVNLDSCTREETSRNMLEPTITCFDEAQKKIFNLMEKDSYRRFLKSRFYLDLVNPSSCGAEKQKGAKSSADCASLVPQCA
#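 MLSMR compounds (23 nl, pin-transferred) preincubated 10 min at room temperature with a 500nM (2x) first reagent, then RGS4 at 900nM (2x) plus Transcreener GDP mix added; fluorescence polarization (620/688 nm) read before and after 90 min at 30 °C.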
# IDH1 R132H inh: human IDH1 R132H inhibition | O75874 | IDH1-R132H enzyme, NADPH consumption, diaphorase/resazurin fluorescence | Potency, µM (top dose mostly 76.6 µM), inactives show at the top dose activity change, negative = inhibition, most hits filed as inhibitors | 390,000 tested, 0.093% active; also: potency is read from the fitted curve at half-maximal effect; % is scaled to controls: 0 for no effect and ±100 for the full control effect; nearly all actives have a fitted effect of over 65% in size
#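 IDH1-R132H (0.5 ug/mL) preincubated 30 min with compound, then NADPH (0.016 mM) and alpha-KG (2 mM) added; 80 min at RT, pH 7.5. Remaining NADPH coupled via diaphorase/resazurin to fluorescence (540/590 nm); concentration-response curves normalized to no-enzyme control.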
# Starred values were filed as active, the others as inactive; i = inactive; ? = inconclusive; · = not tested or not shown; [ ] = dose if it differs, or a comment. Unless noted, calls follow the shape of the dose curve; as a rule, active = well fitted curve in the direction sought with a large enough effect; inconclusive = small, poorly fitted or top-dose-only effect, or another doubt; inactive = no such curve, though single readings can be large; an effect the other way counts as inactive or inconclusive.
SMILES,LDHA block,USP1-UAF1 inh,rTrxR1 inhibitor,TrxR1 substrate,GRP78 ERSR act,Vif-A3G inh,Vif-A3F inh,RGS4 inhibitor,IDH1 R132H inh
COc1cc(-c2ccc(NC(C)=O)c(OC)c2)ccc1NC(C)=O,0,-23%,8%,1%,-3%,3%,-5%,-2%,-8%
Cc1cc(Cl)cc2sc(=S)[nH]c12,-8,-4%,-44%[57.1 µM],7%[2.29 µM],1%,-2%,-20%,-36%,-6%
CN1C(=O)C(=O)/C(=C(/O)c2ccc(Br)cc2)C1c1ccc(F)cc1 (stereo unspecified),2,-19%,12%,-4%,-4%,-1%,5%,7%,-3%
Cc1c(CCC(=O)O)c(=O)oc2c(C)c(OCc3ccccc3Cl)ccc12,-12,-7%,?,46%[activator],-13%,-7%,-33%,-4%,-3%
O=C1CCC(C(=O)OCc2cc(Cl)ccc2OC(F)F)N1 (stereo unspecified),1,-12%,14%,4%,0%,0%,·,?,4%
COc1ccc(NC(=O)c2cccc(Oc3ccccc3)c2)cn1,-5,-7%,6%,-1%,1%,?,-26%,-11%,6%
CC(C)c1ccc(N2C(=O)C3C4C=CC(CC4)C3C2=O)cc1 (stereo unspecified),-12,-13%,41%[2.29 µM],4%,2%,3%,-7%,15%,-11%
CCOc1ccc(-c2cc3c(=O)n(CC(=O)NCc4ccc(OC)cc4)ccn3n2)cc1,-6,-1%,23%[57.1 µM],5%[57.1 µM],·,·,·,20%,·
Cc1ccsc1/C=N/Nc1ccc(Cl)nn1,1,-5%,7%,4%,4%,-3%,9%,8%,1%
COc1ccc(S(=O)(=O)N(NC2=NS(=O)(=O)c3ccccc32)C(=O)C(C)C)cc1,0,-19%,-6%,-5%,-3%,4%,3%,-1%,7%
CCOc1ccc(NC(=S)c2ccncc2)cc1,0,-14%,-21%,-14%,-1%,-1%,-5%,-44%,6%
CC(C)C(NS(=O)(=O)c1ccc2c(c1)oc(=O)n2C)C(=O)N1CCN(Cc2ccccc2)CC1 (stereo unspecified),-2,?,-8%,0%,-3%,3%,-2%,-31%,-6%
Nc1ccn(Cc2cccc(F)c2)n1,1,-14%,3%,3%,-4%,0%,1%,1%,11%
COc1cccc(N2CCN(c3ccc4nnc(CCC(=O)Nc5ccc(C)cn5)n4n3)CC2)c1,-15,-7%,7%,2%,1%,0%,4%,-6%,-6%
CCN(CC(=O)NCc1ccc(Cl)cc1)C(=O)c1cc(S(=O)(=O)NCc2ccccc2)ccc1C,-7,-11%,-6%,-12%,-3%,1%,-4%,-2%,0%
O=[N+]([O-])c1ccc2oc(-c3ccccc3)nc2c1,-1,-2%,21%[57.1 µM],-1%[57.1 µM],-5%,2%,2%,-16%,1%
COCCC(=O)N1CCC(Oc2ccc(C(=O)N3C[C@@H](C)O[C@@H](C)C3)cc2)CC1,-2,-10%,4%,2%,0%,1%,-19%,-6%,13%
O=c1[nH]c2cc3c(cc2cc1C(c1nnnn1Cc1ccccc1)N1CCCc2ccccc21)OCO3 (stereo unspecified),-3,-10%,18%,6%,-2%,-4%,-6%,23%,-3%
CCn1cc(Cl)c(C(=O)Nc2ccc3c(c2)OCCO3)n1,-6,1%,11%,4%,-6%,1%,1%,6%,7%
COc1ccc(C(=O)c2c3ccccc3[n+]([O-])n2Cc2ccc(C(N)=O)cc2)cc1,15,17%,10%[57.1 µM],5%[57.1 µM],0%,-7%,0%,7%,-11%
CC(C)c1ccccc1NC(=O)COC(=O)Cc1ccsc1,0,-5%,-16%,-10%,-1%,0%,-14%,-21%,-1%
O=C1CC(NCc2ccc(F)cc2)C(=O)N1c1ccccc1 (stereo unspecified),-5,-14%,6%,-6%,-5%,-4%,-10%,7%,-6%
O=C(NNC(=O)c1cc(Br)c(Br)s1)c1csc(N2CCOCC2)n1,-8,-28%,-1%,-5%,3%,-7%,-18%,12%,2%
Cc1cc(=O)oc2c(CN3CCCC3)c(O)c(Cl)cc12,4,-13%,-119%,659%[activator][57.1 µM],-1%,0%,?,20%,7%
O=C(Nc1ccc2oc(-c3ccccc3)nc2c1)c1ccc2ccccc2c1,-4,-15%,41%[activator],28%,-1%,-4%,-5%,-24%,1%

# Grouped by structure: those above with four or more nitrogen atoms
SMILES,LDHA block,USP1-UAF1 inh,rTrxR1 inhibitor,TrxR1 substrate,GRP78 ERSR act,Vif-A3G inh,Vif-A3F inh,RGS4 inhibitor,IDH1 R132H inh
CCOc1ccc(-c2cc3c(=O)n(CC(=O)NCc4ccc(OC)cc4)ccn3n2)cc1,-6,-1%,23%[57.1 µM],5%[57.1 µM],·,·,·,20%,·
Cc1ccsc1/C=N/Nc1ccc(Cl)nn1,1,-5%,7%,4%,4%,-3%,9%,8%,1%
CC(C)C(NS(=O)(=O)c1ccc2c(c1)oc(=O)n2C)C(=O)N1CCN(Cc2ccccc2)CC1 (stereo unspecified),-2,?,-8%,0%,-3%,3%,-2%,-31%,-6%
COc1cccc(N2CCN(c3ccc4nnc(CCC(=O)Nc5ccc(C)cn5)n4n3)CC2)c1,-15,-7%,7%,2%,1%,0%,4%,-6%,-6%
O=c1[nH]c2cc3c(cc2cc1C(c1nnnn1Cc1ccccc1)N1CCCc2ccccc21)OCO3 (stereo unspecified),-3,-10%,18%,6%,-2%,-4%,-6%,23%,-3%
O=C(NNC(=O)c1cc(Br)c(Br)s1)c1csc(N2CCOCC2)n1,-8,-28%,-1%,-5%,3%,-7%,-18%,12%,2%

# More compounds:
SMILES,LDHA block,USP1-UAF1 inh,rTrxR1 inhibitor,TrxR1 substrate,GRP78 ERSR act,Vif-A3G inh,Vif-A3F inh,RGS4 inhibitor,IDH1 R132H inh
Cc1ccc(C)c(N2CCN(C(=O)CN3C(=O)COc4ccc(S(=O)(=O)N5CCCCCC5)cc43)CC2)c1,3,-16%,-4%,-7%,-2%,-7%,-1%,4%,16%
CCCCc1nc(SCCN2CCOCC2)c2c(=O)n(C)c(=O)n(C)c2n1,-3,1%,9%[57.1 µM],7%[57.1 µM],0%,0%,-5%,12%,16%
c1ccc2[nH]c(SCc3cn4cccnc4n3)nc2c1,-4,-18%,6%[57.1 µM],8%[57.1 µM],-3%,1%,-25%,-26%,7%
CCOC(=O)N1CCN(S(=O)(=O)c2ccc(F)cc2)CC1,-5,-5%,11%,10%,-1%,2%,2%,-4%,-3%
COC(=O)c1ccc(Sc2ccc(Cl)cc2)c(N)c1,-8,-12%,30%,67%[activator],1%,-2%,0%,20%,2%
Cc1cc(C)nc(N/N=C/c2cccc3ccccc23)n1,0,-3%,0%,-12%,0%,-1%,-21%,13%,6%
COc1ccc(/C=N/NC(=O)c2cc(-c3ccc4c(c3)OCO4)n[nH]2)cc1OC,-5,-15%,13%,-3%[57.1 µM],5%,0%,-12%,-20%,0%
CC(C)CC(=O)Nc1ccc(Oc2ccc(NC(=O)CC(C)C)cc2)cc1,-5,-19%,0%,-1%,1%,1%,3%,-27%,4%
COc1ccc(NC(=O)CN2C(=O)C3CC=CCC3C2=O)cc1Cl (stereo unspecified),-9,-30%,·,·,-2%,1%,2%,·,3%
COc1ccc(/C=C/C(=O)Nc2cc(C)nn2-c2nc3ccccc3n2Cc2cccc([N+](=O)[O-])c2)cc1,-4,-19%,-22%,-12%,-3%,0%,4%,-16%,-1%
COC(=O)[C@@]12CCCCN1[C@H](c1ccc(-c3ccc(OC)cc3)cc1)[C@@H]1C(=O)N(C)C(=O)[C@@H]12,-3,-10%,27%,23%,-4%,3%,2%,-11%,0%
O=C(NC1(C(F)(F)F)C(=O)Nc2c1c(=O)[nH]c(=O)n2-c1ccccc1)c1cccnc1 (stereo unspecified),5,7%,-18%[57.1 µM],-3%[57.1 µM],-4%,-1%,-8%,23%,-2%
COc1ccc(C(=O)C2CCCN(C(=O)CCc3scnc3C)C2)c(C)c1 (stereo unspecified),0,-29%,20%,5%,-1%,1%,-13%,0%,-4%
CCOc1ccc(OCC)c(NC(=O)c2nnn(CC(=O)Nc3cc(C)cc(C)c3)c2N)c1,-5,-23%,48%[activator],45%[activator],-12%,?,?,-27%,6%
O=C(Nc1ccccc1)c1ccc[nH]1,0,-15%,24%,-2%,7%,1%,?,?,-3%
Cc1c2c(nc3c(C(=O)NC4CCCC4)cnn13)CCCC2,-8,-9%,15%,40%[activator],2%,3%,0%,32%,3%
Cc1ccc(S(=O)(=O)NCC(C)n2nc(C)cc2C)cc1 (stereo unspecified),-5,14%,1%,-1%,0%,-195%,i,1%,17%
O=C(COc1ccccc1)Nc1nnc(C23CC4CC(CC(C4)C2)C3)s1,-13,-5%,9%[57.1 µM],2%,-1%,7%,0%,5%,-5%

# Compound activity: PubChem BioAssay, National Center for Advancing Translational Sciences (NCATS)

# The list is partial; the hit share may differ from the screen's.
